TLR9-MyD88 inh – inhibitors of human TLR9-MyD88 binding; Q9NR96+Q99836; CHO BLA complementation TLR9-MyD88, CCF4 FRET ratio; inhibition, % at 4.98 µM; actives 0.21% (n = 340,000); AID 504734;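 active = inhibition above the mean over all tested compounds plus 3 SD, cut at about 21% in these data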;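 also: 0% = DMSO only wells and 100% = clavulanate BLA inhibitor control wells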
TWEAK Fn14 block – blocks TWEAK-Fn14 interaction in a reporter cell assay; TWEAK-stimulated Fn14 reporter cells, luciferase luminescence, 8 h; inhibition, % at 10 µM; actives 2% (n = 360,000); AID 1159606; in the data active = inhibition above about 50%
NR2F2 inh – inhibitors of human COUP-TFII (NR2F2); actives 0.7% (n = 370,000); P24468; inhibition, % at 8.6 µM; HEK293T NGFI-A luciferase reporter, luminescence;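 active = inhibition above a per-plate cutoff, mean inhibition of test wells between control levels plus 3 SD, cut at about 38% in these data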;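 also: cells cotransfected with COUP-TFII expression vector driving the NGFI-A reporter; 0% = median of COUP-TF2 test wells and 100% = reporter-only cells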
LMP1 NFkB inh – Epstein-Barr LMP1 NF-kappaB reporter inhibition. LMP1-induced NF-kappaB luciferase reporter cells, luminescence. inhibition, % at 12.5 µM. actives 0.69% (n = 350,000). AID 504558; in the data active = inhibition above about 41%;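 also: 0% = neutral control wells and 100% = reference inhibitor control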
C8 TRAIL sens – sensitizes caspase-8 expressing cells to TRAIL. NB7+C8 cells + TRAIL, ATPlite viability luminescence. inhibition (viability loss, TRAIL sensitization), % at 10 µM. actives 1% (n = 360,000). AID 624354;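 active = compounds causing at least 50% loss of cell viability in the single-dose screen, relative to plate controls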
SRC1 inh – human NCOA1 inhibition; AID 588354; inhibition, % at 3.6 µM; Q15788; actives 0.12% (n = 360,000); HEK293 GAL4-SRC1 luciferase reporter, luminescence;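 active = inhibition above the campaign mean plus 3 SD, with each screening campaign given its own cutoff, cut at about 60% in these data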;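 also: 0% = DMSO treated cells and 100% = gossypol at 36 µM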
SRC2 inh – inhibits human steroid receptor coactivator 2 | Q15596 | HEK293 GAL4-SRC2 luciferase reporter, luminescence | inhibition, % at 9 µM | actives 0.17% (n = 370,000) | AID 651957;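 active = inhibition above the mean inhibition of all tested compounds plus 3 SD, set per campaign, cut at about 52% in these data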;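 also: 0% = DMSO treated cells and 100% = cells given Gossypol at 36 µM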
TROY signal inh – inhibitors of TROY-dependent NF-kB signaling. Q293 LMP1-TROYcd NF-kB luciferase reporter, 4 h. inhibition, % at 10 µM. actives 0.98% (n = 360,000). AID 1347056;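 active = compounds whose plate-normalised and pattern-corrected inhibition of the luciferase reporter signal at the single screening dose is 50% or more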
NOD2-RIPK2 inh – blocks binding of human NOD2 to RIPK2; O43353; CHO BLA complementation NOD2-RIPK2, CCF4 ratio; inhibition, % at 4.98 µM; actives 0.38% (n = 360,000); AID 624267; in the data active = inhibition above about 21%;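 also: 0% = vehicle only and 100% = reference blocker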
SRC3 inh – human NCOA3 inhibition | inhibition, % at 3.6 µM | actives 0.17% (n = 360,000) | HEK293 GAL4-SRC3 luciferase reporter, luminescence;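 active = inhibition above a per-campaign cutoff, the mean of all compounds plus 3 SD, cut at about 60% in these data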;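 also: 0% = DMSO-treated cells and 100% = gossypol-treated cells at 36 µM; higher means less SRC3-driven luciferase light from the GAL4 reporter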
Target sequence (Q9Y6Q9 whole entry, looked up, the tested form may be a part): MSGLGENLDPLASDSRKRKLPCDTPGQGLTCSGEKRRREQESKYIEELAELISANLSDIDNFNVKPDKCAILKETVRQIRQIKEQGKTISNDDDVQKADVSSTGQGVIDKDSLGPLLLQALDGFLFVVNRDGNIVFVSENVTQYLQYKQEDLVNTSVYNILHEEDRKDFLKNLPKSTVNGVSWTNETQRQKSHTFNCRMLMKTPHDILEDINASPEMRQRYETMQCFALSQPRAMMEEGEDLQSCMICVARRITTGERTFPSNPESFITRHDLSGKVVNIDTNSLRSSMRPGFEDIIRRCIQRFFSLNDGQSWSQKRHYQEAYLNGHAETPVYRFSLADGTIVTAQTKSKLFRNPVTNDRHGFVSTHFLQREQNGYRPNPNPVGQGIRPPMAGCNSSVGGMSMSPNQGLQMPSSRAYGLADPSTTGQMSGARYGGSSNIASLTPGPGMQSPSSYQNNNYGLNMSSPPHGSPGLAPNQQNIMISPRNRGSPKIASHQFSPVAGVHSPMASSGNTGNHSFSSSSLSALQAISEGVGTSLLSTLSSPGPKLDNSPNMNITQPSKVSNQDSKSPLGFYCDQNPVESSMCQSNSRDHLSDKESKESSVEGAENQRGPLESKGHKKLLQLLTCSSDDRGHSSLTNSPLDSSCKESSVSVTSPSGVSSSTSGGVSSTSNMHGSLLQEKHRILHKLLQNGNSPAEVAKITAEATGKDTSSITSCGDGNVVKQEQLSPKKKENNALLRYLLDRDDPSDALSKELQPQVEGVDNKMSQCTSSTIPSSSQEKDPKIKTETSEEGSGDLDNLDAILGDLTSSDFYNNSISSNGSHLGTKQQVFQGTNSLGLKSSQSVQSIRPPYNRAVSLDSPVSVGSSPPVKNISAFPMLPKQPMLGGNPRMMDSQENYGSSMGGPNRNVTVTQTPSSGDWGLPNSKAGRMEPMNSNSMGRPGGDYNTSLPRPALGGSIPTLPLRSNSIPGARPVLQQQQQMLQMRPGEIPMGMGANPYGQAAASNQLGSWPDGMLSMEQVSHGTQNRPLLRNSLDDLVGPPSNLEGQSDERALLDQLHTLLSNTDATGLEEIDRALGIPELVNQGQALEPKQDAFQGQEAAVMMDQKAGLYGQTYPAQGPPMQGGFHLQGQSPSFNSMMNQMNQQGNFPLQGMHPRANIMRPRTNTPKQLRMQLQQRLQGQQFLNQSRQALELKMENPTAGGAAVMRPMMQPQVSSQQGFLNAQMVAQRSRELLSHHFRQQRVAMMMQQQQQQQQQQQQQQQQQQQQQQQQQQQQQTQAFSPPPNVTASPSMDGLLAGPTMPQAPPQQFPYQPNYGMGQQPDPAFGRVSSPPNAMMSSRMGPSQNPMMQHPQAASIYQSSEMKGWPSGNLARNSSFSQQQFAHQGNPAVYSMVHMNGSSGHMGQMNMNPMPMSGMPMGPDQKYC
NR5A2 inv ag – suppresses constitutive activity of human LRH-1. O00482. HEK293T StAR-luciferase reporter, LRH-1 transfected, 24 h. AID 602396. actives 0.13% (n = 360,000). inhibition, % at 3.6 µM;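 active = inhibition above the mean inhibition of all tested compounds plus 3 SD, cut at about 73% in these data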;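 also: 0% = DMSO wells and 100% = reporter-only cells lacking LRH-1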
Active calls of the source: *; x = no result given. The list is partial (hit frequency here may not be typical).

SMILES | TLR9-MyD88 inh | TWEAK Fn14 block | NR2F2 inh | LMP1 NFkB inh | C8 TRAIL sens | SRC1 inh | SRC2 inh | TROY signal inh | NOD2-RIPK2 inh | SRC3 inh | NR5A2 inv ag
COc1cccc(NC(=O)CN(C)C(C)C(=O)Nc2ccc(C(C)=O)cc2)c1 (configuration not stated) | -12 | 4 | 0 | -3 | -2 | -2 | -10 | -15 | -1 | 5 | 17
CCc1ccc(NC(=O)C2=CC=CN3CCS(=O)(=O)N=C23)cc1 | -3 | -3 | -19 | -6 | 33 | -13 | -33 | -4 | 1 | -6 | -16
O=S(=O)(NCc1ccco1)c1cnc(Cl)c(Br)c1 | 0 | -4 | 0 | -12 | -5 | -5 | -8 | -15 | -5 | 14 | -16
COc1ccc(CSc2n[nH]c(C)n2)cc1[N+](=O)[O-] | 5 | -3 | 6 | 7 | -1 | -25 | -20 | 15 | -2 | 11 | -1
Cc1ccc(NC(=O)NC2CCCCCCC2)cc1C | 5 | -18 | -27 | -26 | 14 | -47 | -68 | -43 | -4 | -33 | -16
Cc1c(C(=O)OCC(=O)N2CCCCC2C)oc2ccccc12 (configuration not stated) | -5 | -9 | -20 | -11 | 8 | -13 | 0 | -65 | -4 | -40 | -45
N#Cc1ccccc1NC(=O)COC(=O)c1cccs1 | 3 | 6 | -20 | 3 | 11 | -7 | 9 | -15 | -12 | 3 | -10
CC1=C(C#N)C(Nc2cc(C)ccn2)(C(F)(F)F)C(=O)N1 (configuration not stated) | 2 | -8 | -15 | -2 | -10 | -5 | -11 | -2 | 1 | 6 | 22
Nc1scc(-c2ccncc2)c1Cl | 3 | -31 | -11 | -17 | -21 | -25 | -41 | -65 | -6 | -36 | -25
Cc1ccc(OCC(=O)Nc2oc(-c3ccccc3)c(-c3ccccc3)c2C#N)cc1 | -7 | -9 | -2 | -7 | -13 | -48 | 3 | 25 | -22 | -3 | 10
O=C(CCCn1c(=O)[nH]c2ccccc2c1=O)N1CCN(c2ccccn2)CC1 | -1 | -6 | -18 | 1 | 9 | -38 | -34 | 16 | 2 | -7 | -17
O=C1c2ccccc2C(=O)N1Cc1nc(-c2ccncc2)no1 | 2 | -4 | 14 | -8 | 1 | 12 | 3 | 3 | 7 | 16 | -11
Cc1ccc(CNC(=O)C2CCC(=O)N(Cc3cccc(C(F)(F)F)c3)C2)o1 (configuration not stated) | -13 | -8 | -6 | -6 | -4 | -8 | -13 | 1 | -3 | 9 | -1
COc1ccc(/C=C2\SC(=S)N(C(C(=O)O)c3ccccc3)C2=O)c(OC)c1 (configuration not stated) | 2 | -26 | 3 | -7 | 16 | -4 | -9 | -4 | 3 | -3 | -9
N#CCCCSc1nnc(Cc2ccc3c(c2)OCO3)o1 | -6 | -17 | 8 | -6 | -10 | -5 | -29 | -29 | 0 | -3 | 7
Cc1cc(C(=O)NNC(=O)c2ccc(NC(=O)CC#N)cc2)c(C)o1 | 1 | 4 | -26 | 0 | -16 | -3 | -44 | 6 | -5 | -7 | 1
COC(=O)[C@H](Cc1c[nH]c2ccccc12)NC(=O)Cc1c[nH]c2ccccc12 | 3 | 7 | 13 | 1 | -13 | -8 | 6 | -12 | -1 | -16 | 15
O=C(O)c1cccc(NC(=O)c2cccc(S(=O)(=O)N3CCc4ccccc4C3)c2)c1 | 0 | -7 | 8 | 0 | -4 | -11 | 33 | 3 | 13 | -2 | -1
CC(=O)N1CCN(Cc2nc(C(c3ccccc3)c3ccccc3)no2)CC1 | -5 | -15 | -6 | -3 | -5 | -7 | -18 | 8 | -1 | 15 | 17
CC(=O)Nc1ccc(C(=O)CSc2nnc(-c3ccccc3F)n2CCc2ccccc2)cc1 | -5 | 4 | 9 | -6 | 0 | 17 | -5 | 5 | -7 | 19 | 1
COc1cc2nc(C3CCC3)n(NC(=O)COc3ccccc3)c(=O)c2cc1OC | -6 | -4 | -6 | -19 | 5 | -3 | -7 | -5 | -1 | -7 | -14
Cc1ccc(Nc2ccccc2)cc1 | 12 | -26 | -17 | -1 | -3 | 1 | -18 | -4 | -3 | -8 | -4
CC(=O)c1cc(NC(=O)c2ccc(C)cc2)c(=O)oc1C | -1 | -31 | -31 | -6 | 7 | -19 | -60 | 11 | 9 | -16 | -24
CSCCC(NC(=O)c1ccccc1Cl)C(=O)NCC1COc2ccccc2O1 (configuration not stated) | -3 | 8 | 14 | -3 | 5 | -10 | -27 | -10 | 14 | -4 | -1
CCOc1ccc(OCCC(=O)OCC(=O)N2CCN(S(=O)(=O)c3ccc(Cl)cc3)CC2)cc1 | -21 | 28 | 1 | 15 | 3 | -37 | 14 | -11 | 9 | -11 | -7
CCOC(=O)CN1N=C(/C=C/c2ccccc2)CCC1=O | -8 | 6 | 5 | 26 | -2 | -4 | -4 | -8 | 0 | 3 | -17
Cc1nc2ccccc2c2nc(NC(=O)Cc3ccccc3)nn12 | 3 | 30 | -12 | -2 | 7 | -18 | -20 | 10 | -3 | 2 | -30
Cc1cnc(NC(=O)CCCc2nc3ccccc3s2)s1 | 7 | -1 | 9 | -320 | 7 | -14 | 21 | -12 | -11 | 15 | 83*
COc1ccc(/C=C2\SC(=O)N(CCC(=O)N3CCN(C)CC3)C2=O)cc1 | 8 | -15 | 6 | -11 | 12 | -34 | -22 | -23 | -1 | -24 | -11
Cc1cc(C)c(NC(=O)C(C)c2cccc(C(=O)c3ccccc3)c2)c(C)c1 (configuration not stated) | 9 | 20 | 6 | 11 | 6 | -8 | 6 | 6 | -14 | 3 | -2
CCOC(=O)C1=C(C)C2C3C(=O)N(c4ccccc4C)C(=O)C3C1(C)C1C(=O)N(c3ccccc3C)C(=O)C21 (configuration not stated) | 6 | 17 | 11 | 1 | -1 | -4 | 28 | -3 | -8 | 2 | -22
Cc1ccccc1N1CCN(C(=O)c2cccnc2)CC1 | -2 | -9 | -13 | 2 | 9 | 10 | -32 | -4 | 0 | -9 | -12
CCOC(=O)C1=C(C)Nc2ncnn2C1c1c[nH]c2ccccc12 (configuration not stated) | -5 | -1 | 9 | -6 | -14 | -9 | -4 | -9 | -4 | 8 | 17
CCCCNC(=O)c1nc(C2CCN(S(=O)(=O)c3ccc(Cl)cc3)CC2)oc1-c1ccccc1 | x | x | -10 | x | 4 | x | 6 | x | -7 | x | -47
O=C(NCCc1ccccc1)c1ccccc1SCC(=O)N1CCCC1 | 6 | -28 | -11 | -14 | -11 | -45 | -29 | -16 | -3 | -22 | -31
CCOc1cccc2c1OC(c1cc(OC)c(OC)c(OC)c1)N1N=C(c3ccc(C)o3)CC21 (configuration not stated) | 3 | -31 | x | -16 | 7 | -50 | x | -27 | 3 | -59 | -67
CC(C)Sc1nc(SCC(=O)NCc2ccco2)c2c3c(sc2n1)COC(C)(C)C3 | 9 | 79* | -6 | -63 | 11 | -51 | 0 | 79* | 6 | -20 | 46
O=C(Cc1ccc(NC(=O)C2CCN(C(=O)C3CC3)CC2)cc1)Nc1cccc(C(=O)N2CCCCC2)c1 | -11 | -36 | 5 | -4 | -3 | 8 | 8 | 18 | -13 | -11 | -24
O=C(OCCCc1cc2ccccc2c(=O)o1)c1ccc(C(F)(F)F)cc1 | -2 | -25 | 5 | 0 | -28 | 11 | -10 | -5 | 2 | 3 | 7
N#C/C(=C\C=C\c1ccccc1[N+](=O)[O-])c1nc(-c2ccc3c(c2)OCO3)cs1 | 1 | 6 | 3 | 1 | 13 | 1 | -8 | 4 | -5 | -6 | 3
Cc1ccc(SCCN2CCN(C)CCC2=O)cc1 | 2 | -3 | -15 | -11 | 9 | -93 | 3 | -8 | 3 | -27 | -28
CC(OC(=O)/C=C/c1ccc2ccccc2n1)C(=O)Nc1ccc(S(N)(=O)=O)cc1 (configuration not stated) | 0 | 58* | -8 | -25 | 18 | -37 | 30 | 17 | 2 | -4 | -5
O=C(c1ccccn1)N1CCN(S(=O)(=O)c2ccc3ccccc3c2)CC1 | 9 | 6 | -10 | 4 | 0 | -1 | -13 | 4 | 5 | 13 | 12
CSc1nnc(-c2sc(-c3ccccc3)nc2C)n1C | 4 | 0 | 8 | -4 | 0 | -41 | -10 | -12 | 0 | -19 | 5
NC(=O)Nc1ccc(C(=O)OCC(=O)Nc2ccc([N+](=O)[O-])cc2C(F)(F)F)cc1 | -1 | -20 | -1 | -7 | 4 | -21 | -10 | -1 | -2 | -6 | -3
CCOc1ccc(Cc2c(Cl)nc(N)nc2Cl)cc1 | -5 | 12 | 13 | 8 | -18 | 2 | 15 | -8 | 2 | -9 | -7
N#Cc1cc2c(ccc3ccccc32)oc1=O | -10 | -3 | -32 | 8 | -9 | -2 | 12 | -25 | -9 | 14 | 20

11 of the compounds above, with two lines to a compound.
Order of values – TLR9-MyD88 inh, TWEAK Fn14 block, NR2F2 inh, LMP1 NFkB inh, C8 TRAIL sens, SRC1 inh, SRC2 inh, TROY signal inh, NOD2-RIPK2 inh, SRC3 inh, NR5A2 inv ag
CC(C)Sc1nc(SCC(=O)NCc2ccco2)c2c3c(sc2n1)COC(C)(C)C3
  9, 79*, -6, -63, 11, -51, 0, 79*, 6, -20, 46
O=C(Cc1ccc(NC(=O)C2CCN(C(=O)C3CC3)CC2)cc1)Nc1cccc(C(=O)N2CCCCC2)c1
  -11, -36, 5, -4, -3, 8, 8, 18, -13, -11, -24
O=C(OCCCc1cc2ccccc2c(=O)o1)c1ccc(C(F)(F)F)cc1
  -2, -25, 5, 0, -28, 11, -10, -5, 2, 3, 7
N#C/C(=C\C=C\c1ccccc1[N+](=O)[O-])c1nc(-c2ccc3c(c2)OCO3)cs1
  1, 6, 3, 1, 13, 1, -8, 4, -5, -6, 3
Cc1ccc(SCCN2CCN(C)CCC2=O)cc1
  2, -3, -15, -11, 9, -93, 3, -8, 3, -27, -28
CC(OC(=O)/C=C/c1ccc2ccccc2n1)C(=O)Nc1ccc(S(N)(=O)=O)cc1 (configuration not stated)
  0, 58*, -8, -25, 18, -37, 30, 17, 2, -4, -5
O=C(c1ccccn1)N1CCN(S(=O)(=O)c2ccc3ccccc3c2)CC1
  9, 6, -10, 4, 0, -1, -13, 4, 5, 13, 12
CSc1nnc(-c2sc(-c3ccccc3)nc2C)n1C
  4, 0, 8, -4, 0, -41, -10, -12, 0, -19, 5
NC(=O)Nc1ccc(C(=O)OCC(=O)Nc2ccc([N+](=O)[O-])cc2C(F)(F)F)cc1
  -1, -20, -1, -7, 4, -21, -10, -1, -2, -6, -3
CCOc1ccc(Cc2c(Cl)nc(N)nc2Cl)cc1
  -5, 12, 13, 8, -18, 2, 15, -8, 2, -9, -7
N#Cc1cc2c(ccc3ccccc32)oc1=O
  -10, -3, -32, 8, -9, -2, 12, -25, -9, 14, 20
